TTR transcr act – TTR transcription activators in neuroblastoma reporter cells, primary screen, cell-based, luminescence, SH-SY5Y, TTR promoter Gaussia luciferase; 100% = recombinant luciferase protein wells; activation, % at 16.7 µM; 92,000 tested, 1.3% active;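 active = activation above the mean of all tested compounds plus 3 SD, cut at about 9.5% in these data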;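 note: cells exposed to compounds for one day before reading; 0% = median of all test compound wells on the plate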
* marks the source's active call; other numbers are inactive results. An excerpt (hit frequency here may not be typical).

SMILES	TTR transcr act
COc1ccc(Cc2nc3ccc(C(=O)NCC4CCOCC4)cc3o2)cc1OC	0.3
O=C(NCCCNC(=O)c1ccccn1)c1ccc(Cl)cc1	-0.9
N#Cc1ccc(NC(=O)CN2CCN(c3ccccn3)CC2)cc1	2.5
CCNC(=O)C1(C)CCCN(Cc2csc(-c3ccccc3)n2)C1 (stereo not drawn)	0.6
COc1ccccc1N(CC(=O)N/N=C(\C)c1ccccc1O)S(=O)(=O)c1ccc(C)cc1	-0.8
Cc1ccc(C)c(NC(=S)NNC(=O)c2csc3c2CCCC3)c1	3.8
CCn1c(SCC(=O)c2cc(C)n(-c3ccc(C(=O)OC)cc3)c2C)nnc1-c1cccnc1	-2.4
CCOCC(=O)Nc1ccc([N+](=O)[O-])cc1Cl	-0.5
CCN(CC)C(=O)Cn1cc(SCC(=O)NC2CCCCC2)c2ccccc21	1.5
O=C(OC(C(=O)NC1CCCC1)c1ccc(F)cc1)c1ccno1 (stereo not drawn)	2.4
S=C(NCc1ccc(Cl)c(Cl)c1)Nc1ccc2c(c1)OCO2	1.2
CCOC(=O)C(Cc1c(F)cccc1Cl)c1ccno1 (stereo not drawn)	-1.8
O=C(C1=C(Nc2ccccc2)c2ccccc2S(=O)(=O)N1)c1ccccc1	-2.8
CC(C)NC(=O)Cc1ccc(Br)cc1	-0.1
CCOc1cccc(NC(=O)/C(C#N)=C\c2cccnc2)c1	-2.3
Cn1c(SCC(=O)NC(=O)NCc2ccccc2)nnc1C(F)(F)F	-1.7
O=[N+]([O-])c1cccc2ccc(/C=C/c3ccc(C(F)(F)F)cc3)nc12	-5.0
CC(C)c1nc(C(=O)N2CCc3c([nH]c4ccccc34)C2c2ccccn2)cs1 (stereo not drawn)	0.3
Cn1c(=O)c2ccccc2n(CC(=O)Nc2ccc3c(c2)OCCO3)c1=O	-0.1
Nc1nnc(SCc2ccc([N+](=O)[O-])cc2)s1	2.8
CCCn1nnnc1NCc1ccc(N(C)C)cc1	2.0
CSc1nc2ncncc2[nH]1	-0.2
NC(=O)c1ccc(Oc2ccc3ccc(=O)oc3c2)c([N+](=O)[O-])c1	-1.6
C/C(=N\Nc1ccc(Cl)c(C(=O)O)c1)c1ccccn1	0.1
COc1cccc(O)c1CN1CCC(Oc2ccc(C(=O)NCc3ccccn3)cc2)CC1	1.5
CCOC(=O)C1CCCN(C(=O)c2cccc(S(=O)(=O)N(C)c3c(C)n(C)n(-c4ccccc4)c3=O)c2)C1 (stereo not drawn)	-0.1
COc1ccc(S(=O)(=O)N2CCCOC2CNC(=O)C(=O)NCc2ccco2)cc1C (stereo not drawn)	9.1
COc1ccc(S(=O)(=O)N2CCN(c3nc(-c4cccnc4)nc4ccccc34)CC2)cc1	-0.1
CC(Sc1nc2ccc(Br)cc2[nH]1)C(=O)O (stereo not drawn)	0.1
CCOc1ccc(C(=O)Oc2cc(C)[nH]c(=O)c2[N+](=O)[O-])cc1OCC	1.2
CC(Oc1ccc([N+](=O)[O-])cc1)C(=O)NCC1CCCO1 (stereo not drawn)	-1.0
CCNC(=S)N/N=C/c1cccc(C)c1	0.6
CCCOc1ccc(C2NC(=S)NC(C)=C2C(=O)c2ccccc2)cc1OC (stereo not drawn)	0.1
CCCN(CCC)CCCNC(=O)CN1C(=O)CSc2ccc(S(=O)(=O)N3CCOCC3)cc21	-0.2
COC(=O)CNC(=O)C(NC(=O)OCc1ccccc1)C(C)C (stereo not drawn)	-0.1
CC(=O)c1ccc(N=c2scc(C)n2C(C)C)cc1	1.9
COc1cccc(CNC(=O)[C@@H]2CCCN2C(=O)[C@H]2CCCCN2C(=O)c2ccccc2C)c1	3.5
CCNC(=S)Nc1ccc2c(c1)c(=O)n(C)n2-c1ccc(C(C)(C)C)cc1	1.8
O=C(N/N=C/c1ccc2c(c1)OCO2)c1cccs1	1.2
O=C(Nc1ccc(Br)cc1)c1ccc(N2C(=O)C3CC=C(Cl)CC3C2=O)cc1 (stereo not drawn)	-3.4
CN1CCN(C(=O)CCN2C(=O)/C(=C\c3ccc(Cl)cc3Cl)SC2=S)CC1	-0.4
CC(C)NC(=O)N(C)C[C@@H]1Oc2cc(C#Cc3ccccn3)ccc2S(=O)(=O)N([C@@H](C)CO)C[C@H]1C	-1.6
Oc1cccc(-c2nnc(-c3cccc(O)c3)nn2)c1	-0.2
CC(Sc1nc(NCc2ccccc2)nc(N(C)C)n1)C(=O)Nc1ccccc1 (stereo not drawn)	1.0
COc1ccc(-c2nc(-c3ccc(Br)cc3)no2)c(OC)c1	-3.2
Cn1ccnc1SCC(=O)c1ccc(O)cc1	2.9
CC(C)(C)C1CCC(=NNC(=O)C(=O)NCc2ccco2)CC1 (stereo not drawn)	0.7
CCN1CCN(CC(O)COc2ccc3c(c2)CCC3)CC1 (stereo not drawn)	0.6
O=C(Nc1ccc(Cl)c(Cl)c1)Nc1ccccc1NS(=O)(=O)c1cccs1	1.2
CCN(CC)c1ccc(C(=O)O)cc1	1.9
N#Cc1ccccc1OCCOCCNC1CCCC1	0.6
COc1ccc(CCN(C)C/C=C/c2ccccc2[N+](=O)[O-])cc1OC	5.5
COc1cccc(OC)c1CC1SC(=O)NC1=O (stereo not drawn)	0.7
O=C1CS/C(=N/N=C\c2ccn[nH]2)N1	0.3
COc1ccccc1CNC(=O)C1CCC(CNc2c(N3CCOCC3)c(=O)c2=O)CC1 (stereo not drawn)	2.2
Cc1ccccc1NC(=O)NCCCN1CCN(C2CCCCC2)CC1	4.0
CCCC(C)NC(=O)CSCc1ccc(OC)cc1 (stereo not drawn)	-1.9
CCN(Cc1ccccc1)C(=O)CCc1nc(CN2CCN(C(=O)c3ccc([N+](=O)[O-])cc3)CC2)no1	-2.5
COc1ccc(-n2nnnc2/C=C/Nc2cc(C(F)(F)F)ccc2OC)cc1	-1.6
COc1ccc(CC(=O)NCC2(c3ccc(OC)c(OC)c3)CCCC2)cc1	0.3

Remaining list, next part
SMILES	TTR transcr act
CCc1c(C)nc2ncnn2c1N1CCC(C(=O)Nc2ccccc2)CC1	1.7
O=C(Cc1cccc2ccccc12)Nc1ccc2c(c1)C(=O)NC2=O	-0.1
C1=C(c2ccccc2)Nc2nnnn2C1	0.3
CCOC(=O)C1=C(C)N(C[C@@H]2CC[C@@H](Cc3ccc(-c4ccccc4)cc3)O2)C(=O)NC1c1ccc(C(F)(F)F)cc1 (stereo partly drawn)	0.9
O=C(NC1=NCCS1)C1CC(=O)N(c2ccc(F)cc2)C1 (stereo not drawn)	0.2
Cc1nc(NC(=O)CSc2ccccc2N)sc1C	-1.2
CCC(OC(=O)c1nsc(Cl)c1Cl)C(=O)NCC1CCCO1 (stereo not drawn)	1.9
O=C(Nc1ccccc1)c1nc[nH]c1C(=O)NCCN(CCNC(=O)c1[nH]cnc1C(=O)Nc1ccccc1)CCNC(=O)c1[nH]cnc1C(=O)Nc1ccccc1	-5.6
COc1ccc(NC(=O)c2cc3c([nH]c4ccccc43)c(C)n2)cc1	0.1
O=C(c1ccc2nc3ccc(Cl)cc3c(=O)n2c1)N1CCOCC1	-0.8
O=C(COC(=O)/C=C/c1ccc(F)cc1)NCC1CCCO1 (stereo not drawn)	0.3
CC1(C(=O)NC23CC4CC(CC(C4)C2)C3)CC1(Cl)Cl (stereo not drawn)	-0.3
O=C(N1CCN(c2ccccc2)CC1)C(F)(F)C(F)(F)F	-0.4
N#Cc1cc2ccccc2nc1SCC(=O)NC1CC1	2.8
COc1ccc(C2=CC(c3c(C)nn(-c4ccccc4)c3Cl)n3nnnc3N2)cc1OC (stereo not drawn)	-1.2
Cc1ccc(N/N=C(\C#N)C(=N)N2CCOCC2)cc1	0.3
Cc1cc(Sc2nnc(N)s2)c2ccccc2n1	-1.7
COc1cc(NC(=S)NN2CCN(C)CC2)cc(OC)c1OC	0.2
CSCCC(NC(=O)c1ccccc1)C(=O)Nc1ccc(C)cc1 (stereo not drawn)	-0.3
O=C(NC1CCCC1)C(c1ccccc1)n1c(-c2ccc3c(c2)CCO3)nc2ccccc21 (stereo not drawn)	0.8
COc1cccc(/C=C/C(=O)Nc2ccc3c(c2)OCCO3)c1OC	-2.5
COc1ccc(N2C(=O)CC(c3cc(OC)c(OC)c(OC)c3)CC2=O)cc1	1.1
c1csc(C(c2nnnn2C2CCCCC2)N2CCCC3(CCCCC3)C2)c1 (stereo not drawn)	0.8
CC1(C(=O)NCc2cccnc2)CCN1C(=O)c1cccc(F)c1 (stereo not drawn)	0.6
COC(=O)c1c(C)[nH]c(C(=O)OC(C)C(=O)NC2CCCCC2C)c1C (stereo not drawn)	1.4
CC(C)(C)c1ccc(C(=O)NN2C(=O)CSC2=S)cc1	-0.4
CC[C@H](C)[C@@H](C(=O)NCCCCCCCCCCC(=O)N1CCNCC1)n1cc(CCCCN=C(N)N)nn1	-1.1
COc1ccc(CNC(=O)C[C@H]2C[C@H](C(=O)N3CCCCC3)[C@@]3(CCc4ccccc4)c4[nH]c5ccc(Cl)cc5c4CCN3C2=O)cc1OC	0.2
O=C(C[C@@H]1CC[C@H](NC(=O)Cc2ccccn2)[C@@H](CO)O1)NCCc1ccccc1	-0.9
Cc1cc(NC(=O)Cc2ccccc2)c2ccccc2n1	-2.0
Cc1ccc([N+](=O)[O-])cc1NC(=O)Cc1cccs1	-0.1
COc1ccc(C(=O)CSc2nnc(-c3cccs3)n2-c2ccccc2)cc1	-4.3
CCOc1nc(N2CCOCC2)nc(C)c1[N+](=O)[O-]	0.4
CC1(C)CC2CN(Cc3ccccc3)S(=O)(=O)N2C1 (stereo not drawn)	-0.3
Cc1nc2cc(NC(=O)CSc3nc4c(C)cccc4cc3C#N)ccc2s1	0.0
CCC1COC(c2cccn2Cc2ccc(Cl)cc2)=N1 (stereo not drawn)	-0.6
CCCSc1ccc([C@@H]2[C@H]3C(=O)N(CC)C(=O)[C@H]3[C@]3(C(=O)OC)CCCN23)cc1OC	-1.3
CCC1=NC(c2ccccc2)N(O)C1(C)C (stereo not drawn)	0.4
Cc1ccc(F)cc1CNC(=O)C1CCC(=O)N(CCc2ccccc2)C1 (stereo not drawn)	-0.1
Cc1ccc(-c2noc(C3CCCN(C(=O)c4ccccc4)C3)n2)o1 (stereo not drawn)	-0.9
CCOC(=O)C1=C(C)NC(C)=C(C(=O)OCC)C1C(=O)OCC(=O)NC	3.8
Clc1ccc(C2Nc3cccc4cccc(c34)N2)cc1Cl	9.8*
CC(=O)NC(Cc1ccc(F)cc1)C(=O)NC1CCN(C(=O)Nc2cccc(C)c2)CC1 (stereo not drawn)	-0.4
CCN(CC)C(=O)CSc1nc2c(sc(=S)n2-c2ccccc2)c(=O)n1-c1ccccc1OC	-0.8
O=C(Nc1cc(F)cc(F)c1)c1ccc(NCCCN2CCCCCC2)c([N+](=O)[O-])c1	-1.3
COc1ccccc1/C=C/C=N/n1c(-c2ccc(Cl)cc2)n[nH]c1=S	1.4
Cc1nn(C)c(C)c1CN(C)C(=O)c1cc2nc(-c3ccco3)cc(C(F)(F)F)n2n1	2.1
O=C(CSc1ncnc2sc3c(c12)CCCC3)NC1CCS(=O)(=O)C1 (stereo not drawn)	4.6
Cc1cccc(C(=O)NC(=S)Nc2c(C)n(C)n(-c3ccccc3)c2=O)c1	1.0
CCOc1ccc(S(=O)(=O)Nc2ccc(S(=O)(=O)N3CCOCC3)cc2)cc1	-0.6
Cc1ccc(Cl)cc1NC(=O)C(NS(=O)(=O)c1cccs1)c1ccccc1 (stereo not drawn)	0.7
Cc1ccccc1C1NC(c2ccccc2C)C([N+](=O)[O-])C(C)(C)C1[N+](=O)[O-] (stereo not drawn)	-3.1
O=C(CN1C2CCCC1CC(NC(=O)c1ccco1)C2)Nc1ccccc1C(F)(F)F (stereo not drawn)	-0.2
CCOC(=O)N=Nc1c(O)n(Cc2ccccc2)c2ccccc12	-2.2
COc1cccc(COC(=O)C2CC(=O)N(Cc3ccco3)C2)c1OC (stereo not drawn)	-1.4
COc1cc(C)c(Cl)cc1S(=O)(=O)NCCCN1CCOCC1	-0.4
CCOP(=O)(OCC)c1nc(-c2cccc3ccccc23)oc1NCc1ccc(OC)cc1	0.4
O=C(Nc1cc(Cl)cc(Cl)c1)OCCN1CCCC12CCC(c1ccccc1)CC2 (stereo not drawn)	1.9
COc1ccccc1NC(=S)N1CCOCC1	2.6

By substructure, those above with two or more sulfur atoms (14)
SMILES	TTR transcr act
Cc1ccc(C)c(NC(=S)NNC(=O)c2csc3c2CCCC3)c1	3.8
Nc1nnc(SCc2ccc([N+](=O)[O-])cc2)s1	2.8
CCCN(CCC)CCCNC(=O)CN1C(=O)CSc2ccc(S(=O)(=O)N3CCOCC3)cc21	-0.2
CN1CCN(C(=O)CCN2C(=O)/C(=C\c3ccc(Cl)cc3Cl)SC2=S)CC1	-0.4
O=C(Nc1ccc(Cl)c(Cl)c1)Nc1ccccc1NS(=O)(=O)c1cccs1	1.2
Cc1nc(NC(=O)CSc2ccccc2N)sc1C	-1.2
Cc1cc(Sc2nnc(N)s2)c2ccccc2n1	-1.7
CC(C)(C)c1ccc(C(=O)NN2C(=O)CSC2=S)cc1	-0.4
COc1ccc(C(=O)CSc2nnc(-c3cccs3)n2-c2ccccc2)cc1	-4.3
Cc1nc2cc(NC(=O)CSc3nc4c(C)cccc4cc3C#N)ccc2s1	0.0
CCN(CC)C(=O)CSc1nc2c(sc(=S)n2-c2ccccc2)c(=O)n1-c1ccccc1OC	-0.8
O=C(CSc1ncnc2sc3c(c12)CCCC3)NC1CCS(=O)(=O)C1 (stereo not drawn)	4.6
CCOc1ccc(S(=O)(=O)Nc2ccc(S(=O)(=O)N3CCOCC3)cc2)cc1	-0.6
Cc1ccc(Cl)cc1NC(=O)C(NS(=O)(=O)c1cccs1)c1ccccc1 (stereo not drawn)	0.7
